Source: PubChem BioAssay (The Scripps Research Institute Molecular Screening Center)
LYPLA1 counter – counter-screen for PME1 inhibitors: inhibitors of human LYPLA1 | O75608 | recombinant LYPLA1, FP-Rh probe fluorescence polarization | inhibition, % at 5.9 µM | 320,000 tested, 0.16% active;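 active = inhibition above the mean of all tested compounds plus 3 SD, set per campaign, cut at about 14% in these data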;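 note: inhibitors block serine hydrolase probe labeling of LYPLA1 so polarization falls; 0% = enzyme with DMSO and 100% = wells lacking LYPLA1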
Target sequence (O75608 whole entry, looked up): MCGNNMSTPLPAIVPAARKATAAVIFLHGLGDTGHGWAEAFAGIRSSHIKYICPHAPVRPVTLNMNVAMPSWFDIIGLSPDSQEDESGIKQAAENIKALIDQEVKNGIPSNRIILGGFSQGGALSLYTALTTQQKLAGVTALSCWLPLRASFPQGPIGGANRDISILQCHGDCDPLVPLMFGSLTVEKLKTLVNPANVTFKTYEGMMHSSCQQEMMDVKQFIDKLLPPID
PREPL inh – human PREPL enzyme inhibition. Q4J6C6. inhibition, % at 5.96 µM. 320,000 tested, 0.68% active. AID 2751. recombinant PREPL, fluorescence polarization activity-based probe; in the data active = inhibition above about 43%;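 note: 0% = enzyme with DMSO and 100% = wells lacking enzyme; many of its hits are not listed in these tables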
Target sequence (Q4J6C6 whole entry, looked up): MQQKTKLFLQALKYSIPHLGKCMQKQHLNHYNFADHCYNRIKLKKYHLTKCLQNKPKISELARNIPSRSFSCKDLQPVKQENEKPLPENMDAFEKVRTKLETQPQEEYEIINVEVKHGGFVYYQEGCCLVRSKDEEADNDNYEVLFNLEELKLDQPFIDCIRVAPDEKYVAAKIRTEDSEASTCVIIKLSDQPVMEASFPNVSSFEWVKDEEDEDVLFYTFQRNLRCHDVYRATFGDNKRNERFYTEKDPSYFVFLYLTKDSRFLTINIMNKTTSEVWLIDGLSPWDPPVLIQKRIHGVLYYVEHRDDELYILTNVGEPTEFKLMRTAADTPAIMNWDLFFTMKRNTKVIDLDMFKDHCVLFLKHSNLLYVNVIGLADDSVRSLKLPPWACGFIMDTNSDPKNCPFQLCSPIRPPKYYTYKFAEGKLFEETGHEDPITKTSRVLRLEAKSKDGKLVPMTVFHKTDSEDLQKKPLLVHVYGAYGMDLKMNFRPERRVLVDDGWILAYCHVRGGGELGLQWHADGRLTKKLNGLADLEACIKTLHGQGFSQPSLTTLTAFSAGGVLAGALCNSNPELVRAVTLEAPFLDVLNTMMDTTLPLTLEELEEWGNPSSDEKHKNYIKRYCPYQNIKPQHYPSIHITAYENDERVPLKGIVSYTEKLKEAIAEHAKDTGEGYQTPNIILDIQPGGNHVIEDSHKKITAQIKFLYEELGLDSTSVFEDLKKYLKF
LYPLA2 counter – blocks human lysophospholipase 2, a PME1 counter-screen; AID 2177; recombinant LYPLA2, FP-Rh probe fluorescence polarization; inhibition, % at 5.9 µM; O95372; 320,000 tested, 0.38% active;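 active = inhibition above the screen-wide mean plus 3 SD, limit set per campaign, cut at about 26% in these data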;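 note: 0% = LYPLA2 with DMSO and 100% = wells lacking LYPLA2 enzyme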
PAFAH1B3 inh – blocks human PAF acetylhydrolase 1B catalytic subunit 3 | Q15102 | inhibition, % at 3.39 µM | recombinant PAFAH1B3, FP-rhodamine probe, fluorescence polarization | AID 492972 | 340,000 tested, 0.28% active;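 active = inhibition above the screen-wide average of all tested compounds plus 3 SD, cut at about 25% in these data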;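 note: 0% = enzyme with DMSO only and 100% = wells lacking PAFAH1B3 protein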
PAD4 FP inh – inhibitors of human PAD4; inhibition, % at 6.36 µM; 330,000 tested, 0.41% active; recombinant PAD4, RCA probe fluorescence polarization; AID 485272; Q9UM07;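 active = percent inhibition above a cutoff equal to the mean of all tested compounds plus 3 SD, cut at about 15% in these data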;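 note: 0% = PAD4 with RCA probe and DMSO and 100% = probe without PAD4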
PAFAH1B2 FP inh – blocks human PAF acetylhydrolase 1b catalytic subunit 2. inhibition, % at 3.39 µM. P68402. 340,000 tested, 1.2% active. recombinant PAFAH1B2, FP-rhodamine activity probe, fluorescence polarization;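 active = inhibition above the mean of all tested compounds plus 3 SD, cut at about 24% in these data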;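 note: 0% = enzyme with DMSO and 100% = wells lacking PAFAH1B2; many of its hits are not listed in these tables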
pPAFAH FP inh – pPAFAH (human) enzyme inhibition | Q13093 | recombinant pPAFAH, FP-rhodamine probe fluorescence polarization | inhibition, % at 3.39 µM | 330,000 tested, 1.5% active | AID 463082;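 active = inhibition above the mean inhibition across the screen plus 3 SD, cut at about 25% in these data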;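 note: inhibitors block binding of the rhodamine activity-based probe so polarization drops; 0% = enzyme with DMSO and 100% = wells lacking pPAFAH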
GSTO1 inh – GSTO1 inhibition, counter-screen for RBBP9 inhibitors; P78417; recombinant GSTO1, activity-based probe fluorescence polarization; inhibition, % at 5.96 µM; 300,000 tested, 1.1% active; AID 1974;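 active = inhibition above the campaign mean inhibition plus 3 SD, cut at about 35% in these data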;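 note: 0% = GSTO1-1 with DMSO and 100% = wells lacking GSTO1-1 enzyme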
PAFAH2 FP inh – inhibitors of human PAFAH2. Q99487. 340,000 tested, 0.99% active. inhibition, % at 3.39 µM. AID 492956. recombinant PAFAH2, FP-rhodamine activity probe, fluorescence polarization;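 active = inhibition above the mean over all tested compounds plus 3 SD, cut at about 30% in these data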;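 note: inhibitors block probe labeling of enzyme so polarization drops; 0% = enzyme with DMSO and 100% = wells lacking PAFAH2 protein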
Numbers without * were called inactive; nt = no result given. Some of the compounds tested (hit frequency here may not be typical).

SMILES	LYPLA1 counter	PREPL inh	LYPLA2 counter	PAFAH1B3 inh	PAD4 FP inh	PAFAH1B2 FP inh	pPAFAH FP inh	GSTO1 inh	PAFAH2 FP inh
COCOc1ccc(/C=C2/Oc3cc(OCOC)cc(OCOC)c3C2=O)c(OCOC)c1	-8	8	-4	nt	-3	nt	12	18	nt
CCOC(=O)c1sc2ncc([N+](=O)[O-])cc2c1N	5	14	2	1	4	-1	3	2	4
CC(=O)Nc1ccc(NC(=O)COc2ccc(S(=O)(=O)N3CCCC3)cc2)cc1	1	0	-2	-4	-8	1	3	-3	-11
CCOc1ccc(NC(=O)C2CCCN(S(=O)(=O)c3ccc4c(c3)CC(C)N4C(C)=O)C2)cc1 (centres undefined)	2	0	2	3	0	3	-1	-1	0
Cc1c([C@H]2[C@@H](CC#N)C2(C)C)c2ccccc2n1C	-1	5	-2	5	0	2	5	0	2
COc1ccc(C(C)(C)C)cc1NC(=O)c1[nH]c(C)c(C(C)=O)c1C	-6	14	-13	6	2	5	9	2	-8
Cc1ccccc1OCCNC(=O)c1ccc2ccccc2n1	2	-56	11	9	1	0	11	1	-1
CCOc1ccc(C(=O)NC2CCN(S(=O)(=O)c3ccccc3)CC2)cc1	-1	17	1	7	-1	2	-6	4	4
COc1ccc(-c2csc(NC(=O)CSc3nc(C)cs3)n2)cc1	-7	-18	1	-7	-6	2	0	2	-5
CCCCOC(=O)Nc1cccc(C(C)=O)c1	-1	1	7	-2	-5	2	5	5	1
Cc1ccc(C2C(=O)c3ccccc3C2=O)cc1	-3	-5	-1	8	-2	-2	5	-2	6
CC(C)OC(=O)CCCNc1ccc([N+](=O)[O-])cc1[N+](=O)[O-]	-3	7	-4	3	4	4	3	0	3
CC(=O)N1CCN(C(=O)CSc2nnc(C)n2-c2ccccc2)CC1	3	10	9	1	-2	0	2	-5	-2
COC(=O)c1ccc2[nH]c3cccc(/C(=C/c4ccccc4)c4ccccc4)c3c2c1	-26	8	-41	-16	3	-5	-8	2	-10
COc1ccc(C(C(=O)NCc2ccccc2)N(C(=O)c2snc(C(N)=O)c2N)c2ccccc2OC)cc1 (centres undefined)	-6	14	-2	9	-4	1	3	-8	-7
CNC(=O)C(=O)Nc1cc2c3c(c1)CCC(=O)N3CCC2	1	-5	1	3	-4	4	5	2	4
COc1cccc(CNC(=O)CSCc2cnn(-c3ccccc3)c2-n2cccc2)c1OC	-8	4	-1	7	-4	8	14	8	3
Cc1noc(NS(=O)(=O)c2ccc(NC(=O)CSc3nnc4c(n3)[nH]c3ccccc34)cc2)c1C	-5	7	-4	5	-7	5	9	-35	12
Cc1nn(CCCC(=O)Nc2cnn(Cc3ccc(F)cc3)c2)c(C)c1[N+](=O)[O-]	-1	-10	2	4	0	7	-6	0	-10
COCCn1c(=O)[nH]c(=O)c2c1nc(-c1ccc(-c3ccc(Cl)cc3[N+](=O)[O-])o1)n2Cc1ccccc1	2	33	14	3	-7	4	27*	60*	4
CCOCCn1c(-c2ccccc2)nc2ccccc21	-1	9	-1	nt	5	nt	5	1	nt
CCOC(=O)c1c(-c2ccccc2)csc1NC(=O)c1cc(-c2ccccc2OC)on1	-4	8	-2	6	-6	-1	2	4	4
O=C1CCCc2c1[nH]c1ccc(Cl)cc21	-3	2	0	4	-4	0	11	1	-13
CC(Oc1cccc2c1OC(C)(C)C2)C(=O)O (centres undefined)	2	-2	7	-3	6	6	1	-1	2

The final 3 compounds of the part before open the next one:
SMILES	LYPLA1 counter	PREPL inh	LYPLA2 counter	PAFAH1B3 inh	PAD4 FP inh	PAFAH1B2 FP inh	pPAFAH FP inh	GSTO1 inh	PAFAH2 FP inh
CCOC(=O)c1c(-c2ccccc2)csc1NC(=O)c1cc(-c2ccccc2OC)on1	-4	8	-2	6	-6	-1	2	4	4
O=C1CCCc2c1[nH]c1ccc(Cl)cc21	-3	2	0	4	-4	0	11	1	-13
CC(Oc1cccc2c1OC(C)(C)C2)C(=O)O (centres undefined)	2	-2	7	-3	6	6	1	-1	2
CCOC(=O)N1CCC(NC(=O)c2cc3c(-c4ccc(OC)c(OC)c4)nn(C)c3s2)CC1	6	20	4	8	3	3	7	-3	-2
C[C@H]1CN([C@@H](C)CO)C(=O)Cc2cc(NC(=O)Cc3ccccc3)ccc2O[C@H]1CN(C)S(=O)(=O)c1cccs1	nt	12	nt	6	-1	6	15	nt	0
CC(OC(=O)c1cc2sccc2n1C)C(=O)NCc1ccco1 (centres undefined)	1	5	5	14	4	1	5	0	1
Cc1nn(Cc2ccccc2)c(Cl)c1C(=O)NCCc1ccc(Cl)cc1	3	24	1	0	-1	22	4	0	-3
Cc1ccc(/C=C2\SC(=S)N(CCCC(=O)NC3CCCC3)C2=O)cc1	-4	11	-2	0	-4	-3	-2	3	0
O=C(NNC(=O)c1cc2cc(Br)ccc2oc1=O)c1ccc(O)cc1O	-4	14	-4	16	3	1	47*	8	10
COc1ccc(S(=O)(=O)N2CCC(C(=O)NCCC3=CCCCC3)CC2)cc1OC	1	9	2	-5	-3	0	4	0	16
CCCOc1ccc(Cl)cc1Nc1nc(NCCO)nc(N2CCCC2)n1	-2	4	-2	6	-2	3	11	-3	-3
COc1cccc(N2CCN(C(=O)CCc3nnc4ccc(N5CCOCC5)nn34)CC2)c1	6	4	3	8	0	2	6	4	6
Cc1cc(NC(=O)CSCC(=O)Nc2ccccc2N2CCCCC2)no1	-1	8	2	6	-7	6	-2	4	0
CCc1ccc(Oc2cc(C)nc(N)n2)cc1	-5	15	-1	-1	-1	4	11	10	-8
O=C1CCC([N+](=O)[O-])C(c2ccc(-c3ccccc3)cc2)N1 (centres undefined)	22*	4	11	13	-2	-4	4	-1	-5
O=C(Cc1c(O)c2ccccc2[nH]c1=O)NCc1ccc(F)cc1	5	16	9	4	13	5	0	10	-7
CC(=O)c1ccc(N2C(=O)CC(N3CCN(S(=O)(=O)c4cc(C)ccc4C)CC3)C2=O)cc1 (centres undefined)	nt	25	nt	-2	1	2	1	nt	-2
Cc1ccc(C)c(C(=O)COC(=O)c2cccc(N3C(=O)c4c(C)nc5ccccc5c4C3=O)c2)c1	-1	25	10	0	-6	-1	9	2	0
NS(=O)(=O)c1ccc2nc(NC(=O)C3CCCO3)sc2c1 (centres undefined)	-1	6	-5	8	-4	0	-2	6	-3
Cc1ccn2cc(CNS(=O)(=O)c3ccc4ccccc4c3)nc2c1	1	-8	4	5	-2	1	4	9	2
COC(=O)CSc1nc2ccc(NC(C)=O)cc2s1	-2	-2	-3	4	7	3	4	0	7
Cc1ccc(-n2cnn(-c3ccc([N+](=O)[O-])cc3[N+](=O)[O-])c2=O)cc1	2	9	55*	8	-3	-1	5	3	5
O=C(NC1CC2CCCC(C1)N2C(=O)NC1CCCCC1)c1ccc(F)cc1 (centres undefined)	-1	4	0	1	-5	3	1	-1	-1
Cc1cc(NC(=O)Cn2nc(C(=O)O)c3ccccc3c2=O)ccc1Br	-7	-12	-13	-3	-4	1	-8	-7	8
Cc1oc(-c2ccc(Cl)cc2)nc1CN1CCCC(C(=O)NCc2cccnc2)C1 (centres undefined)	1	4	-4	5	-2	3	7	-1	4
Cc1ccc(-c2nnc(SC(C)C#N)n2N)cc1 (centres undefined)	5	3	10	5	-5	2	3	-3	-22
CC1(C)Cc2ccccc2-c2n[nH]c(=S)n21	-1	4	5	24	4	14	8	3	5
O=C(c1ncc[nH]1)c1ccccc1C(=O)N1CCOCC1	0	9	4	5	-5	3	9	1	-3
O=C(CSc1nc(-c2cccs2)cc(C(F)(F)F)n1)Nc1cc(OCC(F)(F)F)cc([N+](=O)[O-])c1	-5	-7	-10	3	-1	-7	-1	-4	-12
O=C(CSC1=NS(=O)(=O)c2cc(F)ccc2N1)Nc1ccccc1F	-5	10	-7	-1	2	-8	-12	5	4
CC(NC(=O)C(Cc1ccccc1)NC(=O)c1ccccc1)C(=O)O (centres undefined)	1	11	3	-2	-1	-2	-1	-9	2
CCc1[nH]nc2c1C(c1cccc(OC(=O)N3CCOCC3)c1)C(C#N)=C(N)O2 (centres undefined)	0	3	6	-5	-6	-1	7	-1	-5
O=C(Nc1ccccc1N1CCCCC1)C1CCN(C(=O)c2ccc(Cl)cc2)CC1	-2	29	1	2	-4	7	2	-6	2
O=C1CCC/C(=N\NC(=O)c2ccc(COc3cccc4cccnc34)cc2)C1	2	0	12	5	3	6	12	0	-5
CCCS(=O)(=O)c1c(S(=O)(=O)CCC)c2c(N)cccn2c1C(=O)c1ccccc1	-5	13	-10	3	-11	3	4	1	5
CCOC(=O)c1c(C)[nH]c(C(=O)CSc2nnc(C3CC3)n2N)c1C	-6	9	-6	0	-1	5	-3	3	11
CCN(C(=O)COC(=O)c1cccc(-n2cnnn2)c1)C1CCCCC1	-3	-4	3	1	-4	16	6	3	5
CN(C)S(=O)(=O)c1ccc(NC(=O)c2ccccn2)cc1	-6	-3	-5	12	-2	4	-1	11	-19
CC1CCCC(CC(=O)O)(CC(=O)O)C1 (centres undefined)	2	9	1	3	-1	-2	-5	-4	-2
O=C(CNC(=O)c1ccco1)NCC(=O)OC(C(=O)c1ccccc1)c1ccc(Cl)cc1 (centres undefined)	-3	-3	1	6	-2	9	10	-2	0
CC1CC(=O)Nc2ccc([N+](=O)[O-])cc2N1C (centres undefined)	-3	-3	-4	3	5	5	-1	-2	2
O=C(CSc1ccc2nnc(-c3cccnc3)n2n1)Nc1ccccc1C(F)(F)F	-5	0	1	5	0	1	2	-5	-1
O=C(COc1ccc2c(c1)OCO2)NC12CC3CC(CC(C3)C1)C2	3	3	-2	-1	3	9	4	1	-5
CCCS(=O)(=O)Nc1c(OC)ccc2c1c(C(=O)OCC)c(C)n2C	-4	13	-1	1	-2	4	9	5	-11
CN(C)/N=C1\CCS(=O)(=O)c2sccc21	-3	-1	-3	3	4	6	4	13	0
CC(c1ccc(Br)cc1)N1CC23C=CC(O2)C(C(=O)O)C3C1=O (centres undefined)	-1	16	-2	2	0	11	-2	11	6
CCc1ccc(OCC(=O)NC(=S)Nc2cccc(CO)c2)c(Br)c1	-3	-8	14	6	-6	0	6	3	-3
Cc1ccc(-n2nc(C)cc2NC(=O)c2ccc(C)s2)cc1	1	7	-2	6	4	4	4	-3	-7
COC(=O)/C=c1/s/c(=C(\C#N)C(=O)NCc2ccco2)n(-c2ccc(C)cc2)c1=O	-9	13	-6	2	-16	-2	9	-2	-3
Cc1cccc(Cc2nnc(CCC(=O)N(CC3CC3)CC3CCCO3)o2)c1 (centres undefined)	-2	4	1	6	-3	3	-4	2	-4
CCN(C[C@H]1N[C@@](CC)(C(=O)OC)[C@H]2C(=O)N(Cc3ccccc3)C(=O)[C@@H]12)C(=O)NC(C)C	nt	2	nt	-1	2	9	0	nt	1
O=C1C2CCCN2C(c2ccccc2)N1c1nccs1 (centres undefined)	-4	-8	-2	7	4	-3	-3	6	-7
C=C(C)c1cccc(C(C)(C)NC(=O)NCC2CCCO2)c1 (centres undefined)	-3	-10	-2	4	-5	4	-6	-10	1
CCOC(=O)CSc1nnc(-c2cccc(Br)c2)o1	3	3	5	11	8	3	-1	3	7
CCc1nnc(NC(=O)CSc2nccn2-c2cc(C)cc(C)c2)s1	-2	2	6	1	2	4	6	6	1
COc1ccc(CCNc2oc(COc3ccccc3)nc2C#N)cc1	-2	-19	5	6	1	14	-1	-3	-6
